DAX1 inh-1: inhibitors of DAX1 repression of SF-1 activated StAR promoter. HEK293T StAR-luciferase reporter, SF-1/DAX-1 repression relief. inhibition, % at 6.8 µM. 370,000 tested, 1.1% active. AID 652010;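 active means inhibition above the mean over all tested compounds plus 3 SD, cut at about 3.6% in these data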;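 further: 0% = DAX-1 cells with DMSO and 100% = cells lacking DAX-1 with DMSO; higher inhibition means more luminescence from relief of DAX-1 repression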
HGIII-sPLA2 inh: Blocks human group III sPLA2 activity | Q9NZ20 | QFRET BODIPY PC-A2 liposome hydrolysis, fluorescence | inhibition, % at 12.2 µM | 370,000 tested, 0.56% active | AID 743126;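 active means inhibition above mean plus 3 SD of compounds lying within the high and low control bounds, cut at about 19% in these data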;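 further: 0% = median of test compound wells and 100% = no enzyme DMSO wells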
ssDAF12 agonist: S. stercoralis DAF-12 activation, primary screen; 370,000 tested, 1% active; HEK293 ssDAF-12/GRIP1 lit1-tk-luc reporter, luminescence; % of 3 µM dafachronic acid response; activation, % at 6.8 µM;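 active means activation above the mean over all tested compounds plus 3 SD, cut at about 0.9% in these data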;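 further: 0% = DMSO-only wells and 100% = 3 µM delta7-dafachronic acid wells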
ADAM10 inh: ADAM10 inhibition, QFRET primary screen; recombinant ADAM10, EDANS/DABCYL FRET peptide cleavage, 3 h; inhibition, % at 7 µM; 370,000 tested, 0.62% active; AID 720582;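 active means inhibition above a per-campaign cutoff equal to the mean of compounds falling between control-based bounds plus 3 SD, cut at about 20% in these data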;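 further: 0% = DMSO wells while the 100% control is not disclosed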
GAA850 FXN act: activators of GAA850 frataxin (FXN) promoter | HEK293 lucGAA850 FXN promoter luciferase reporter, 24 h; percent of 10 µM SAHA response | activation, % at 6 µM | 360,000 tested, 0.56% active;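 active means activation above the average of all compounds screened plus 3 SD, cutoff fixed separately per campaign, cut at about 7.5% in these data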;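 further: 0% = DMSO wells and 100% = 10 µM SAHA wells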
DAX1 inh-2: inhibitors of human orphan nuclear receptor DAX1 (NR0B1) | HEK293 Gal4-DAX1 luciferase reporter, luminescence | 340,000 tested, 0.99% active | AID 504766 | P51843 | inhibition, % at 6.75 µM;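 active means inhibition above the mean over all tested compounds plus 3 SD, cut at about 4.2% in these data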;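 further: 0% = DAX1-transfected cells with DMSO and 100% = empty-vector control cells with DMSO; inhibition shows as a rise in luminescence from relieved DAX1 repression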
ADAM17 inh: inhibits human ADAM17 | P78536 | inhibition, % at 6.95 µM | 370,000 tested, 0.83% active | recombinant ADAM17, EDANS/DABCYL FRET peptide cleavage;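 active means inhibition above the mean of compounds lying between control limits plus 3 SD, set per campaign, cut at about 8.5% in these data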;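 further: 0% = DMSO-only wells as the low control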
PLC-beta3 inh: PLC-beta3 (human) inhibition, primary screen. inhibition, % at 12.2 µM. Purified PLC-beta3, fluorogenic substrate, fluorescence. 370,000 tested, 0.18% active. AID 720704. Q01970; in the data active means inhibition above about 11%;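 further: 0% = median of compound wells on plate and 100% = full blocker control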
Target sequence (Q01970 whole entry, looked up): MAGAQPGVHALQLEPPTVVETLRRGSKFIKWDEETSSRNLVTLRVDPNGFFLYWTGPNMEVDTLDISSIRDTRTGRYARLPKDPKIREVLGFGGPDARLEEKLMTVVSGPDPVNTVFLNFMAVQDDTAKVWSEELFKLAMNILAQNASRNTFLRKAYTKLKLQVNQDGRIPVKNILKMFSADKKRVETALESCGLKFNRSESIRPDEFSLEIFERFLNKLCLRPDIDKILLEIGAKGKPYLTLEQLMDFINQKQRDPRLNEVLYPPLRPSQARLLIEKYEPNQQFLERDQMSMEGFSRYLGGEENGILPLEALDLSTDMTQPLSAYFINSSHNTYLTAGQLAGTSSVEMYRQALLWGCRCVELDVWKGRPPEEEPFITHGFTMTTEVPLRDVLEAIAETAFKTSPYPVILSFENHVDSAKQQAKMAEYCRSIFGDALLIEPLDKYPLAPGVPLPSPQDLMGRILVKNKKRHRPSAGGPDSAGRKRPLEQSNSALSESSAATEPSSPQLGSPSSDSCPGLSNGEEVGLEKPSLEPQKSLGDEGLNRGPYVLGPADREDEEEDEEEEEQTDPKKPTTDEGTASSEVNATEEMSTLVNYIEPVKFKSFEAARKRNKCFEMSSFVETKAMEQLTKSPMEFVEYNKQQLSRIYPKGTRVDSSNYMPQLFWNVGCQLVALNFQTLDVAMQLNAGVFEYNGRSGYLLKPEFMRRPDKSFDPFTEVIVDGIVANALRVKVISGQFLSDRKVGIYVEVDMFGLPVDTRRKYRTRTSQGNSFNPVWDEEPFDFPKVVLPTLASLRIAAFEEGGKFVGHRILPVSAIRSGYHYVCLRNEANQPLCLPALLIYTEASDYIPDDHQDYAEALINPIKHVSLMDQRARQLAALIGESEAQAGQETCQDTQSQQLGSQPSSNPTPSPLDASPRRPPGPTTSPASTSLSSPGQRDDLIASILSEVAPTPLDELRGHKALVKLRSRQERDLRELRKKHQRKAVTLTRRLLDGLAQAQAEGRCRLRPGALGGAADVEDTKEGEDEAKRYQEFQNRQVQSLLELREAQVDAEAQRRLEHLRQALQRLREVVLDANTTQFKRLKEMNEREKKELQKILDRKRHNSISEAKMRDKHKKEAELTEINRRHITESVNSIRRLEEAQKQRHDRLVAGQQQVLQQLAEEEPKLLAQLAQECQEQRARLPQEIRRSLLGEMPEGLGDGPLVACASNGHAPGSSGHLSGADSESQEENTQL
hcDAF12 agonist: activates DAF-12 receptor from parasite H. contortus; HEK293 hcDAF-12 lit1-tk-luc reporter, luminescence; 0% DMSO, 100% Δ7-dafachronic acid; activation, % at 6.8 µM; 370,000 tested, 1.4% active; AID 652067;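 active means activation above the mean of all tested compounds plus 3 SD, cut at about 5.5% in these data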;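 further: 100% = response to 3 µM Δ7-dafachronic acid high control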
hgDAF12 agonist: agonists of H. glycines DAF-12 nuclear receptor; HEK293 GAL4-hgDAF12 UAS-luciferase reporter, agonist luminescence; normalized to butyrate control; 370,000 tested, 1.8% active; activation, % at 6.8 µM;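 active means activation above a cutoff set at the mean of all screened compounds plus 3 SD, cut at about 10% in these data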;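 further: 0% = DMSO wells and 100% = sodium butyrate wells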
PLCg1 inh: PLC-gamma1 (human) inhibition, primary screen. P19174. purified PLC-gamma1, fluorogenic substrate, fluorescence. inhibition, % at 12.2 µM. 370,000 tested, 0.84% active; in the data active means inhibition above about 9.5%
Active calls of the source: *; x = no result given.

Below each compound: DAX1 inh-1, HGIII-sPLA2 inh, ssDAF12 agonist, ADAM10 inh, GAA850 FXN act, DAX1 inh-2, ADAM17 inh, PLC-beta3 inh, hcDAF12 agonist, hgDAF12 agonist, PLCg1 inh
#1 CCc1[nH]nc(C(=O)N/N=C/c2ccncc2)c1C
  1.8, 6, -0.4, 0, 2.5, 0.8, -4, -5, 4.7, 6.1, -3
#2 CCOc1ccc2nc(N3CCCC(C(=O)NCCCN4CCCCC4)C3)sc2c1 (stereo unspecified)
  0.4, 2, 0.3, -1, 1.4, 0.2, -2, -5, 2.4, 4.2, 0
#3 CCn1c(/C=N/NC(=O)c2ccc(OC)cc2)nc2ccccc21
  -2.2, -4, -0.8, -84, 0.6, -1.1, -23, -28, -2.2, -2.5, -24
#4 C=CCC[C@H](Cc1ccc(F)cc1)C(=O)OC[C@@H](C)NC(=O)[C@H](CC=C)CC(=O)N(CCO)Cc1ccccc1
  -1.1, -16, -1.7, 9, -6.4, -0.6, 2, 4, -2.6, -2.7, 1
#5 CC(C)CNc1cccc2c1S(=O)(=O)N[C@@H](Cc1ccccc1)CO2
  -1.1, -6, -1.1, -6, x, x, 0, 2, -0.7, 2.4, 2
#6 CCCCCC(=O)Nc1ccc(N2CCN(CC)CC2)c(Cl)c1
  1.2, 5, 0.1, -4, 2.8, 1.9, 7, -1, -0.2, 3.8, 7
#7 CCOC(=O)[C@]12CCCC=C1N(Cc1ccc3c(c1)OCO3)C(=O)[C@H](CC(=O)NCc1cccs1)C2
  0.6, -2, -0.5, -5, x, x, -3, 2, -0.9, 0.4, 5
#8 Cc1cc(C(=O)CCC(=O)Nc2ncccc2C)c(C)s1
  1.0, 0, -0.7, -11, 1.7, 2.6, -4, -15, -0.3, 1.2, -9
#9 CCOC(=O)C1CCN(C(=O)CCc2ccccc2)CC1
  0.4, 0, -1.2, -8, -0.4, 0.0, -4, 0, -1.1, 1.4, -1
#10 O=C1CSC(c2cccnc2)N1Cc1cccnc1 (stereo unspecified)
  -0.2, -5, 0.1, 2, -1.4, -0.6, 0, -5, 0.6, 0.9, 0
#11 CCC(C(=O)NCCCN1CCCCCC1)n1nc(C)c2sc3ccccc3c2c1=O (stereo unspecified)
  -0.4, 1, -0.9, 3, 0.2, 0.2, 2, -5, -0.7, 1.1, 2
#12 O=c1[nH]c(Cc2ccccn2)nc2scc(-c3ccc(Cl)cc3)c12
  -1.2, -25, -1.5, 19, 0.6, 0.6, 0, -19, -1.7, 1.6, -13
#13 Cc1cccc(N(C(=O)c2sc(C)nc2C)C(C(=O)NCc2ccco2)c2ccccc2)c1 (stereo unspecified)
  0.2, 1, -0.6, -5, -4.7, -0.7, 1, 3, -1.0, -0.1, 0
#14 CCOc1ccc(S(=O)(=O)NCc2cccnc2)cc1C(C)C
  -0.4, 0, -1.9, 8, 1.1, 0.9, 3, -8, -1.4, -4.2, 3
#15 NC(=O)NN=C1CCC(O)CC1CC(=O)O (stereo unspecified)
  -0.3, -2, -0.8, -9, x, x, -4, -6, 0.4, 5.0, -5
#16 CCN(CC(=O)Nc1ccc(Br)cc1F)CC(=O)NC1CCS(=O)(=O)C1 (stereo unspecified)
  0.7, 0, -0.5, 10, 1.3, 0.0, -1, -6, 0.5, 0.1, 0
#17 CC(=O)Nc1ccc(NC(=O)Cc2sc(-c3cccnc3)nc2-c2ccc(C)cc2)cc1
  -0.3, -1, -1.4, -6, 0.5, -0.8, -3, -1, -2.7, -0.6, -1
#18 CCOC(=O)c1sc2ccc(S(=O)(=O)N3CCCCC3)cc2c1N
  -1.2, -19, -1.9, -53, 1.1, -1.2, -18, -77, -1.1, -3.7, -51
#19 CCN(CC)CCNC(=S)Nc1ccc2nc(N3CCCC3)cc(C)c2c1
  2.1, 8, -1.1, -132, 1.7, 1.2, -38, -100, -0.5, -1.5, -92
#20 CC(=O)c1cccc(NC(=O)CSc2ccc(-c3cccnc3)nn2)c1
  0.1, 1, -1.3, -2, -1.7, 0.1, -5, -8, -2.9, -0.8, -1

Sorted by SMILES length (high to low): some entries from above.
Below each compound: DAX1 inh-1, HGIII-sPLA2 inh, ssDAF12 agonist, ADAM10 inh, GAA850 FXN act, DAX1 inh-2, ADAM17 inh, PLC-beta3 inh, hcDAF12 agonist, hgDAF12 agonist, PLCg1 inh
#7 CCOC(=O)[C@]12CCCC=C1N(Cc1ccc3c(c1)OCO3)C(=O)[C@H](CC(=O)NCc1cccs1)C2
  0.6, -2, -0.5, -5, x, x, -3, 2, -0.9, 0.4, 5
#11 CCC(C(=O)NCCCN1CCCCCC1)n1nc(C)c2sc3ccccc3c2c1=O (stereo unspecified)
  -0.4, 1, -0.9, 3, 0.2, 0.2, 2, -5, -0.7, 1.1, 2
#12 O=c1[nH]c(Cc2ccccn2)nc2scc(-c3ccc(Cl)cc3)c12
  -1.2, -25, -1.5, 19, 0.6, 0.6, 0, -19, -1.7, 1.6, -13

Next results
Below each compound: DAX1 inh-1, HGIII-sPLA2 inh, ssDAF12 agonist, ADAM10 inh, GAA850 FXN act, DAX1 inh-2, ADAM17 inh, PLC-beta3 inh, hcDAF12 agonist, hgDAF12 agonist, PLCg1 inh
#21 Cn1c(=O)c2[nH]c(-c3ccccc3)c(O)c2n(C)c1=O
  -0.8, -62, -1.7, -20, 2.3, 0.6, -5, -107, -2.0, -2.6, -85
#22 CC(C)C(=O)Nc1cccc(-c2nc3ccccc3o2)c1
  -0.5, 2, -0.9, 0, 2.6, -0.5, 1, 3, 0.1, -0.7, 0
#23 C=CCOC(=O)N1CCC(NS(=O)(=O)c2ccc3c(c2)CCN3C(C)=O)CC1
  -1.8, 3, -1.3, -8, x, x, 0, -2, -1.9, -2.0, 0
#24 CC1CCN(C(=O)COC(=O)c2cccc(S(=O)(=O)N(C)c3ccccc3)c2)CC1
  -1.3, -4, -1.3, -3, 1.3, -0.2, 0, -2, -0.8, 1.9, 1
#25 CN(C(=O)C1Cc2c(-c3ccccc3Oc3ccccc3)ccnc2O1)c1ccccc1 (stereo unspecified)
  -0.6, 3, -1.1, 10, -1.1, x, 1, -9, 0.7, -2.5, -4
#26 Fc1cnc(N2CCN(c3ccccc3)CC2)nc1N1CCN(c2ccccc2)CC1
  -0.4, 21*, -0.8, -13, 2.4, -1.1, 5, 1, -1.9, -0.4, 0
#27 CC(=O)C1=C(O)C(=O)N(c2ccc(O)cc2)C1c1ccc(Cl)cc1 (stereo unspecified)
  -0.3, -14, -0.3, 0, 0.7, 1.5, -3, -52, -0.6, -0.4, -38
#28 Cc1ccc(-c2cc(C(=O)NCc3cn(C)nc3C)c3cc(Br)ccc3n2)cc1
  -0.4, -15, -1.0, 0, -0.7, -0.8, -1, -1, -1.1, 0.2, 2
#29 Cc1cc(N2CCC(C(=O)NC3CC3)CC2)nc(-c2ccccc2)n1
  -0.3, -2, -1.0, 3, 1.6, -1.9, -3, -3, 0.4, 0.2, -1
#30 CCNc1nc(OC)nc(SCC(=O)Nc2ccccc2)n1
  -0.1, 8, -0.8, 0, 0.0, 3.0, -8, -8, -1.0, -1.7, 6
#31 COCCNC(=O)C1(C)CCCN(CCS(=O)(=O)c2ccc(C)cc2)C1 (stereo unspecified)
  -0.3, -9, -1.1, 1, 0.9, x, -1, 0, -2.1, -1.0, 1
#32 CCOc1ccc(C(=O)Nc2nnc(C(C)C)s2)cc1OCC
  0.2, 1, -0.6, -1, 1.5, -0.1, -2, 2, -1.4, -0.7, -1
#33 COc1ccc(C(=O)NC(=S)N2CCC(C)CC2)cc1
  -0.3, 1, -1.1, 4, 0.8, 0.1, 0, 2, 0.0, 1.1, 1
#34 CC1(C)OC(=O)C2=C(C[C@@H](CCc3ccccc3)O[C@H]2C2CCCC2)O1
  -0.5, 1, -1.2, -5, x, x, 0, -1, -0.6, -1.8, -2
#35 CCCS(=O)(=O)N1CCC(C(=O)NCCc2ccc(OC)c(OC)c2)CC1
  0.1, 5, -1.3, -12, 2.1, -0.4, 1, 1, -0.5, -0.9, -3
#36 COc1ccc2c(Cl)c(C(=O)N/N=C/c3cccnc3)sc2c1
  -0.7, 0, -1.4, -3, -0.8, -0.6, -2, -55, -0.6, 2.4, -30
#37 Cc1c(N(C)S(=O)(=O)c2cc(C(=O)N3CCCC3)ccc2Cl)c(=O)n(-c2ccccc2)n1C
  -0.6, 1, -0.7, -8, -0.3, -0.4, -3, -4, -0.2, 2.8, -1
#38 O=C(NCC(c1cccnc1)N1CCN(c2ccc(F)cc2)CC1)c1cccc(Cl)c1 (stereo unspecified)
  -1.5, 2, -1.8, -3, 0.5, -2.5, -3, -2, -4.5, -2.5, 3
#39 COCCNC(=O)Cn1c(=O)oc2cc(S(=O)(=O)N3CC(C)CC(C)C3)ccc21 (stereo unspecified)
  -0.2, -5, -0.6, 13, 2.1, 0.8, 4, -4, -1.3, -0.9, 1
#40 CCOC(=O)N1CCN(C(=O)COc2cc(C)c(Cl)c(C)c2)CC1
  0.1, 4, -0.5, 4, -0.8, 1.9, 0, 2, -1.0, -1.7, 3
#41 COCCn1c(=O)[nH]c2cc(C(=O)NCc3ccccc3)ccc2c1=O
  -0.1, -5, -0.8, -74, -4.1, -0.8, -19, -50, -1.9, -0.4, -42
#42 CN1C(c2ccccc2)CC(C)(O)CC1c1ccccc1 (stereo unspecified)
  1.4, 0, -0.4, 4, x, x, -1, 2, 2.1, -2.5, 4
#43 CN(C)c1ccc(/C=C/c2nc3ccccc3s2)cc1
  -2.2, 3, -2.6, -6, -13, -3.2, -3, -168, -4.0, -9.9, -138
#44 COc1cc(N2CCCC2)c(OC)cc1/C=C(/C#N)c1ccc(F)cc1
  -0.1, 3, -1.1, -11, -0.5, -0.5, -2, -1, -1.7, -1.1, -3
#45 COc1cc(C2NC(=O)NC(c3ccccc3)=C2C(C)=O)cc(Cl)c1OCC(=O)O (stereo unspecified)
  -0.2, -2, -1.1, -5, 0.3, 0.8, -2, 2, -2.7, 2.5, 1
#46 CCN1C(=O)[C@H]2[C@@H](c3ccc(-c4ccccc4)c(OC)c3)N[C@@](CC(C)C)(C(=O)OC)[C@H]2C1=O
  -0.9, -20, -1.5, -90, -0.5, -0.5, -22, -26, -1.0, -3.2, -25
#47 N/C(=N\OC(=O)CCCc1ccccc1)c1cccc([N+](=O)[O-])c1
  0.1, 5, -1.3, 9, 1.3, -1.1, 1, 0, -2.1, 0.2, 0
#48 O/N=C1\CCCc2oc3c(c21)CCCC3
  -0.1, 9, -0.5, 6, -1.7, 0.2, -3, -10, -0.5, 0.9, -8
#49 CCN(CC)C(=O)CSc1nc(C)cc(-c2cccs2)c1C#N
  -0.1, 0, -1.9, -16, -2.2, -1.1, -8, -7, -2.1, -0.3, -5
#50 C/C(=N\NC(=O)CSCc1cccc(Br)c1)c1ccc([N+](=O)[O-])cc1
  1.4, 5, -1.4, 0, 2.8, 0.5, 4, 1, -1.5, 1.4, 0

Screening results as filed in PubChem BioAssay.
